TDP1 cell CPT = qHTS for Inhibitors of human tyrosyl-DNA phosphodiesterase 1 (TDP1): qHTS in cells in presence of CPT. AID 686979, 2013. 420,000 compounds, 12% hits. chicken DT40 Tdp1-/-;hTDP1 cells + 20 nM CPT, ATP luminescence, 48 h. Potency, µM (titrated, usually from 46.2 µM), inactives show top-dose activity change, negative = growth inhibition, hits mostly inhibitors; further: nearly all actives have a fitted effect of over 55% in size
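Chicken DT40 Tdp1-/- cells complemented with human TDP1, 400 cells/well, exposed to compounds plus 20 nM camptothecin for at least 48 h at 37 C; viability read as ATP content by CellTiter-Glo luminescence.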
GCN5L2 inh = qHTS Assay for Inhibitors of GCN5L2 | Histone acetyltransferase KAT2A (Homo sapiens), Q92830 | GCN5L2 HAT assay, ThioGlo1 CoA-SH fluorescence | Potency, µM (titrated, usually from 58.9 µM), inactives show at the highest dose activity change, negative = inhibition, usual class: inhibitors | 390,000 compounds, 0.21% hits
Target sequence (Q92830 whole entry, looked up): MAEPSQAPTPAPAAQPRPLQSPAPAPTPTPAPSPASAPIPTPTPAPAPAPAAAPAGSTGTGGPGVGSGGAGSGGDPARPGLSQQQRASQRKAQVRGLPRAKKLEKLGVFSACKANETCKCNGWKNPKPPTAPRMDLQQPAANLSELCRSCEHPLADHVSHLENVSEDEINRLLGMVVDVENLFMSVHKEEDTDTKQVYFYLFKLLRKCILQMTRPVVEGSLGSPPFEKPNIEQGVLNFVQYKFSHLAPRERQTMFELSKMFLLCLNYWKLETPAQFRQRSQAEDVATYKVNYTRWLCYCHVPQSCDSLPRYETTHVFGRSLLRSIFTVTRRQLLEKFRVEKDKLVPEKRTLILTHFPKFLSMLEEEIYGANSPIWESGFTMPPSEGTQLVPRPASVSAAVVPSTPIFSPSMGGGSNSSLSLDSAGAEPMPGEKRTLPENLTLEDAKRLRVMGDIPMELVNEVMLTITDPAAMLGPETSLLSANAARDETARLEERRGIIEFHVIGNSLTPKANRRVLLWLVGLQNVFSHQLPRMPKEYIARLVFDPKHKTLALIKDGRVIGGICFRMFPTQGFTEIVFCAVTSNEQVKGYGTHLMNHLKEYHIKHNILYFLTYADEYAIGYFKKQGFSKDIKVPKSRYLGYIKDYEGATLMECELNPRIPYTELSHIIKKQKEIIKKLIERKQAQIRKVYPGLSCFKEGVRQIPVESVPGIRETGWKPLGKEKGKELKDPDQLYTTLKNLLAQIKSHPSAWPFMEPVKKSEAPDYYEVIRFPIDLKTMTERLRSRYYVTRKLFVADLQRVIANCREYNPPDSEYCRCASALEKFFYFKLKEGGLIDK
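GCN5L2 (20nM final) in 50mM HEPES, 0.1mM EDTA pH 7.5, 0.01% Tween-20 was preincubated 15 min at room temperature with compound, then given ThioGlo1 (50uM), H3(1-25) peptide (75uM) and acetyl-CoA (70uM); CoA-thiol fluorescence (Ex340/Em540) was read at 0 and 20 min.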
FEN1 inhibitor = qHTS Assay for the Inhibitors of Human Flap endonuclease 1 (FEN1); P39748; Recombinant FEN1 flap cleavage, fluorescence, 15 min; Potency, µM (series often up to 114 µM), inactives show at the highest dose activity change, negative = inhibition, actives largely listed as inhibitors; 390,000 compounds, 0.35% hits; AID 588795, 2011; further: nearly all actives have a fitted effect of over 65% in size
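Compounds are tested as a concentration series against 10 nM FEN1; after a 15 min room-temperature preincubation, 50 nM substrate starts cleavage, with plate reads at 0 and 15 min. Normalized responses are fitted by a Hill equation.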
An asterisk follows results filed as active; ? = inconclusive; / = no result given; & = joins results of further samples; [ ] = another dose, or the depositor's remark. The call rests on the fitted dose curve; in most records, active means well fitted curve in the direction sought with a large enough effect; inconclusive means small, poorly fitted or top-dose-only effect, or another doubt; inactive means no such curve, though single readings can be large; an effect the other way counts as inactive or inconclusive. On the % scale 0 is the no-effect control and ±100 the full control effect; potency means the concentration at half of the fitted maximal effect. Only part of the results is shown. The share of hits here may be higher or lower than overall.

1	CC(C(=O)Nc1ccccc1)N1CCN(c2ccccn2)CC1 (stereo unspecified)
2	CCSc1nnc(NC(=O)c2csc(C)c2)s1
3	Cc1cccc(C(=O)Nc2ccccc2-c2nnn(CC(=O)Nc3ccc4c(c3)OCCO4)n2)c1
4	CC(C)(C)OC(=O)NCCCCCNC(=O)c1[nH]cnc1C(=O)N[C@@H](Cc1ccccc1)C(=O)OCc1ccccc1
5	CCOc1ccccc1NC(=O)CSc1nc(=O)n(CCCN2CCOCC2)c2c1CCC2
6	Cc1ccc(Cl)c2sc(NC(=O)CS(=O)(=O)c3ccc(Cl)cc3)nc12
screen / no. | 1 | 2 | 3 | 4 | 5 | 6
TDP1 cell CPT | -8% | -16% | -24% | ? | 10% | ?
GCN5L2 inh | -3% | 0% | -2% | -15% | 1% | -14%
FEN1 inhibitor | -18% | -6% | -5% | -18% | 9% | 10%

Full records, looked up by structure:
Cc1cccc(C(=O)Nc2ccccc2-c2nnn(CC(=O)Nc3ccc4c(c3)OCCO4)n2)c1 in the list: TDP1 cell CPT = -24%; GCN5L2 inh = -2%; FEN1 inhibitor = -5%
CCOc1ccccc1NC(=O)CSc1nc(=O)n(CCCN2CCOCC2)c2c1CCC2 in the list: TDP1 cell CPT = 10%; GCN5L2 inh = 1%; FEN1 inhibitor = 9%

(continued)
7	O=P(OC1CCCCC1)(OC1CCCCC1)C(O)c1cccnc1 (stereo unspecified)
8	NNC(=O)c1cc2c(N3CCC(Cc4ccccc4)CC3)ncnc2s1
9	CCOC(=O)c1ccc(S(=O)(=O)N2CCN(CCC#N)CC2)cc1
10	O=C(CSc1nccn1-c1ccc(Cl)cc1)NCc1ccc2c(c1)OCO2
11	Cc1cccc(NC(=S)NC2CCN(Cc3ccccc3)CC2)c1C
12	O=C(CCS(=O)(=O)c1ccccc1)N(Cc1cccnc1)c1nc2c(Cl)cccc2s1
screen / no. | 7 | 8 | 9 | 10 | 11 | 12
TDP1 cell CPT | 8% | 16µM* | 1% | 0% | ? | 5.2µM*
GCN5L2 inh | 2% | -12% | -30% | -12% | -5% | -4%
FEN1 inhibitor | 14% | -21% | 0% | -4% | -3% | 1%

13	CCOC(=O)C(NC(=O)c1cccc(Cl)c1)(Nc1sc2c(c1C(N)=O)CCC2)C(F)(F)F (stereo unspecified)
14	O=C(Nc1ccc(-c2csc(Nc3ccccc3)n2)cc1)c1cccc(C(F)(F)F)c1
15	O=C(c1ccccc1Br)N(Cc1ccccc1)c1ccccc1
16	COc1ccc(CN2CCNC(=O)C2CC(=O)N(C)Cc2ccno2)c(F)c1 (stereo unspecified)
17	COCCn1c(SCC(=O)NC2CC2)nnc1-c1ccco1
18	Cc1csc2c(N(C)CCO)ncnc12
screen / no. | 13 | 14 | 15 | 16 | 17 | 18
TDP1 cell CPT | ? | 2.9µM* | 21µM* | -4% | -5% | 3%
GCN5L2 inh | 42%[activator] | -12% | -6% | 0% | 3% | -3%
FEN1 inhibitor | -1% | -15% | -4% | -4% | 13% | 6%

19	COc1ccc(N2CCN(CC(O)COc3ccc([N+](=O)[O-])cc3)CC2)cc1 (stereo unspecified)
20	COc1ccc(-c2onc3ccc(Br)cc23)cc1
21	O=C(O)c1ccc(/C=N/NC(=S)NCc2ccccc2)cc1
22	O=C(c1ccc(NS(=O)(=O)c2ccc3[nH]c(=O)[nH]c3c2)cc1)N1CCN(c2ccccc2)CC1
23	O=C(Nc1cccc2ccccc12)ON=C1CCCCC1
24	Cn1nc(C(=O)N2CCN(c3ccccc3)CC2)c2c1-c1ccccc1SC2
screen / no. | 19 | 20 | 21 | 22 | 23 | 24
TDP1 cell CPT | 1% | -18% | 5% | 6% | -19% | -5%
GCN5L2 inh | 1% | -5% | -10% | 2% | / | -10%
FEN1 inhibitor | -7% | -10% | 18% | -9% | 8% | -14%

Next section (two carried over from the part before).
23	O=C(Nc1cccc2ccccc12)ON=C1CCCCC1
24	Cn1nc(C(=O)N2CCN(c3ccccc3)CC2)c2c1-c1ccccc1SC2
25	COc1ccc(Cc2c(O)nc(SCC(=O)N3CCCCCC3)[nH]c2=O)cc1
26	COc1ccc(OC)c(NC(=O)C(NS(=O)(=O)c2ccc3c(c2)CCCC(=O)N3)C(C)C)c1 (stereo unspecified)
27	CCc1ccccc1-n1nnc(-c2nsc(NC(=O)c3ccc(C)c(C)c3)n2)c1C
28	COc1ccc(C2CCCN2C(=O)c2cccs2)cc1 (stereo unspecified)
29	Nc1cc(-c2ccc(Br)cc2)[nH]n1
30	CCCCCc1ccc(-c2cn(CCc3c[nH]c4ccccc34)nn2)cc1
screen / no. | 23 | 24 | 25 | 26 | 27 | 28 | 29 | 30
TDP1 cell CPT | -19% | -5% | -5% | 3% | ? | -12% | ? | ?
GCN5L2 inh | / | -10% | -3% | -7% | -3% | 0% | -4% | -7%
FEN1 inhibitor | 8% | -14% | 3% | 5% | -3% | -1% | 3% | -8%&-14%

31	Cc1ccc(-n2c(C)cc(/C=C(\C#N)C(=O)NCC3CCCO3)c2C)cc1 (stereo unspecified)
32	COC(=O)C1=C(C)N(CCCC(=O)O)C(=O)NC1c1ccc(-c2ccccc2)cc1 (stereo unspecified)
33	COc1ccc(-c2cc3ccccc3nc2N)cc1OC
34	CCOc1ccc(NC(=S)N2CCCN(Cc3cc(C)ccc3C)C2)cc1
35	Cc1onc(-c2c(F)cccc2Cl)c1C(=O)NC1CCCCCC1
36	CCOC(=O)c1ccc2c(c1)N(CC(=O)Nc1ccc(C)cc1C)C(=O)c1ccccc1S2
screen / no. | 31 | 32 | 33 | 34 | 35 | 36
TDP1 cell CPT | ? | -1% | 18µM* | ? | ? | /
GCN5L2 inh | -4% | 2% | -10% | 4% | 1% | 0%
FEN1 inhibitor | -20% | 7% | 12% | -10% | -5% | -3%

37	COc1cc(SC)ccc1C(=O)Nc1nc2ccccc2[nH]1
38	C=CCOc1ccc(/C=C/C(=O)OCC(=O)NCCCc2ccccc2)cc1
39	COC(=O)/C(=C/c1ccco1)NC(=O)c1ccco1
40	COC(=O)c1cc(NC(=O)CC2CCCC2)cc(C(=O)OC)c1
41	Cc1ccc(S(=O)(=O)C(C)C(=O)NCCS(=O)(=O)c2ccc(Cl)cc2)cc1 (stereo unspecified)
42	Cc1nc(-c2ccc(Cl)cc2)sc1C1(C)CC(c2ccc(Br)cc2)=NO1 (stereo unspecified)
screen / no. | 37 | 38 | 39 | 40 | 41 | 42
TDP1 cell CPT | 3.7µM* | -18% | 7% | 2% | 19% | ?
GCN5L2 inh | -7% | 1% | -7% | -5% | -20% | /
FEN1 inhibitor | 4% | -11% | 13% | -10% | -13% | -1%

43	CN(C(=O)CSc1nc2ccc(NC(=O)COc3ccc(F)cc3)cc2s1)c1ccccc1
44	O=C(N/C(=C/c1cccnc1)C(=O)N1CCOCC1)c1ccccc1Br
45	Cn1c(=O)c2sccc2n2c(CCCC(=O)NCc3cccnc3)nnc12
46	CCN(Cc1nc(-c2ccccc2)no1)C(=O)c1ccc2c(c1)OCO2
47	Cc1ccc(C(NC(=O)/C=C\c2ccc3c(c2)OCO3)C(=O)Nc2ccc3c(c2)OCO3)cc1 (stereo unspecified)
48	Cc1cccc(NC(=O)c2ccc3snnc3c2)c1
screen / no. | 43 | 44 | 45 | 46 | 47 | 48
TDP1 cell CPT | 5.8µM* | -1% | 6% | 1% | -3% | -11%
GCN5L2 inh | -21% | -6% | -11% | -11% | -4% | -5%
FEN1 inhibitor | -9% | -1% | 13% | -15% | -5% | -4%

49	CC(C)NC(=O)COc1ccc(S(=O)(=O)N2CCCC2)cc1
50	COC(=O)c1sc(NC(=O)c2cccc([N+](=O)[O-])c2)c(C(N)=O)c1C
51	CCC(C)NC(=O)c1ccc2c(c1)N(Cc1ccccc1F)C(=O)c1ccccc1S2=O (stereo unspecified)
52	O=C(CCS(=O)(=O)c1ccccc1)Nc1ccc(N2CCOCC2)cc1
53	NS(=O)(=O)c1ccc(CCNC(=O)COC(=O)Cc2c(F)cccc2Cl)cc1
54	CC(=O)c1ccc(NCC(=O)N2CCN(S(=O)(=O)c3ccccc3)CC2)cc1
screen / no. | 49 | 50 | 51 | 52 | 53 | 54
TDP1 cell CPT | 1% | -28% | -20% | 15% | 7% | 4%
GCN5L2 inh | -12% | 1% | -3% | -1% | 0% | -14%
FEN1 inhibitor | -1% | 13% | ? | 1% | -6% | -9%

55	COc1ccc(NC(=O)C2Cc3ccccc3CN2C(=O)c2ccco2)cc1 (stereo unspecified)
56	O=C1Nc2ccccc2N(O)N1c1cc(-c2ccccc2Cl)no1
57	O=C(Nc1nccs1)C1CCCN1S(=O)(=O)c1cccc2cccnc12 (stereo unspecified)
58	COc1cc(/C=c2\sc3nc(=O)c(-c4ccccc4)nn3c2=O)ccc1OCCC(C)C
59	CCCCCc1nn2cc(-c3ccccc3)nc2s1
60	CCCn1c(NCc2cccs2)nc2ccccc21
screen / no. | 55 | 56 | 57 | 58 | 59 | 60
TDP1 cell CPT | 2% | 5% | -30% | -20% | ? | -19%
GCN5L2 inh | -1% | -2% | 1% | -13% | -5% | -1%
FEN1 inhibitor | -1% | 0% | -18% | 2% | -3% | -2%

Random excerpt: 4 entries already listed, in no set order.
60	CCCn1c(NCc2cccs2)nc2ccccc21
55	COc1ccc(NC(=O)C2Cc3ccccc3CN2C(=O)c2ccco2)cc1 (stereo unspecified)
58	COc1cc(/C=c2\sc3nc(=O)c(-c4ccccc4)nn3c2=O)ccc1OCCC(C)C
56	O=C1Nc2ccccc2N(O)N1c1cc(-c2ccccc2Cl)no1
screen / no. | 60 | 55 | 58 | 56
TDP1 cell CPT | -19% | 2% | -20% | 5%
GCN5L2 inh | -1% | -1% | -13% | -2%
FEN1 inhibitor | -2% | -1% | 2% | 0%

(further entries)
61	Clc1ccc(C2CC(c3cccs3)n3ncnc3N2)c(Cl)c1 (stereo unspecified)
62	Cc1cccc(-n2nc(C(=O)c3ccco3)cc(-c3nc4ccccc4[nH]3)c2=N)c1
63	Cc1ccc(NC(=O)CN2CCN(Cc3ccccc3)CC2)c(Br)c1
64	CCOC(=O)c1c(NC(=O)CN2CCN(c3cccc(Cl)c3)CC2)sc(C)c1C
65	COc1ccc(Br)cc1C(=O)Nc1ccccc1N1CCN(C(=O)c2ccccc2)CC1
66	CNC(=S)N(C)/N=C1/C(=O)N(Cc2c(Cl)cccc2Cl)c2ccccc21
screen / no. | 61 | 62 | 63 | 64 | 65 | 66
TDP1 cell CPT | ? | 16µM* | ? | 12% | ? | 15µM*
GCN5L2 inh | -1% | -4% | -11% | / | -18% | -7%
FEN1 inhibitor | 2% | 8% | 9% | 3% | -7% | -16%

Down the list, as entered above.
FEN1 inhibitor for nos. 10 to 15, in order: -4%, -3%, 1%, -1%, -15%, -4%

Other structures
67	O=C(CSc1nnc(-c2ccccc2)o1)c1nnc(-c2ccccc2)o1
68	Cn1c(CNC(=O)C2CCCCC2)cc2cc(Cl)ccc21
69	O=C(Nc1cccc([N+](=O)[O-])c1)N1CCN(c2ccccc2)CC1
70	Cc1cccc2c1CC(C)(C)N=C2C1=C(O)CCCC1=O
71	COc1ccc(CNC(=O)CCc2cn(Cc3cc(C)ccc3C)c3ccccc23)cc1OC
72	Cc1ccc(CNc2nc3c([nH]2)c(=O)n(C)c(=O)n3C)cc1
screen / no. | 67 | 68 | 69 | 70 | 71 | 72
TDP1 cell CPT | -21% | -10% | -17% | -27% | 4.6µM* | ?
GCN5L2 inh | -13% | 10% | -15% | ? | -9% | -6%
FEN1 inhibitor | 9% | 8% | -7% | -5% | 12% | 7%

73	COc1cccc(NC(=O)CCNS(=O)(=O)c2cccc3nsnc23)c1
74	CCc1nn(CC(=O)NCCCN(CC)CC)c(=O)c2cc3sc(C)cc3n12
75	COc1ccc2oc(C(=O)N(Cc3ccco3)Cc3cccs3)c(C)c2c1
76	CCCCCCSC1=C(C#N)C(c2ccc(C)o2)CC(=O)N1 (stereo unspecified)
77	COc1ccc(-c2cccc([C@H]3[C@@H]4C=CC[C@@H](C)[C@@H]4C(=O)N3Cc3ccccc3)c2)cc1
78	CC(C)CN(Cc1cc(=O)oc2cc3c(cc12)CCCC3)CC(C)C
79	COc1ccc(Cl)cc1Nc1nc(N)nc(C(F)(F)F)n1
screen / no. | 73 | 74 | 75 | 76 | 77 | 78 | 79
TDP1 cell CPT | 8% | 8%&-29% | ? | -16% | 23µM* | ? | -9%
GCN5L2 inh | -8% | -4%&-2% | -20% | -15% | -9%&0% | -32% | -6%
FEN1 inhibitor | -5% | -4%&12% | 0% | -17% | -6% | -1% | 5%

Assay outcomes (PubChem BioAssay)
